# STAT1 activator = increases IFN-gamma driven STAT1 reporter signal; hit rate 2.6% among 200,000; activation (% of control), % at 5.5 µM; NIH 3T3 STAT1-luciferase reporter, luminescence; 100% = IFN-gamma alone, no compound; AID 932;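 active means activation above the screen-wide mean activation plus 3 SD, cut at about 130% in these data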;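 further: raw ratio to IFN-gamma control signal so 100% means no change and 0% no light; values of inactives mirror those of a sister screen read the other way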
# STAT3 act = increases IL-6 driven STAT3 reporter signal; U3A cells, IL-6 STAT3-luciferase reporter, luminescence; 100% = signal with IL-6 EC80 alone; activation (% of control), % at 5.6 µM; hit rate 0.91% among 190,000; AID 871;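 active means activation above the screen-wide mean of compound activation plus 3 SD, cut at about 130% in these data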;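 further: 0% = background luminescence of wells with medium and substrate only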
#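 Material: human STAT1-deficient U3A cells with stable STAT3-luciferase reporter / Probe or stimulus: IL-6 stimulus at 33 ng/mL final / Schedule: 1 h compound pre-exposure, 6 h IL-6 stimulation, 37 °C / Technique: luminescence / Read-out basis: percent of IL-6-only median luminescence / Control set: IL-6-only high control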
# Hsp70 act = switches on Hsp70 transcription; HeLa Hsp70 promoter luciferase reporter, luminescence; scaled: vehicle 0, proteasome-inhibitor control 100%; activation, % at 10 µM; hit rate 0.04% among 200,000; AID 1203;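 active means activation above the mean across all tested compounds plus 3 SD, cutoff set per campaign, cut at about 5.5% in these data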;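 further: 100% = MG132 at 30 µM as the positive control and 0% = DMSO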
# Diaph inh CS = diaphorase inhibition or chemical oxidation counter-screen. diaphorase resazurin-to-resorufin fluorescence, NADH, 16 min; bacterial (C. kluyveri) enzyme, not human. inhibition, % at 20 µM. hit rate 0.69% among 190,000. AID 1217;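 active means primary screen inhibition at 20 µM above a set limit, cut at about 50% in these data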;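 further: plate controls were DMSO with full reaction for no effect and wells lacking NADH for full effect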
#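 Test system: diaphorase enzyme from Clostridium kluyveri; amount: diaphorase at 0.14 U/mL in enzyme working solution; detection: fluorescence of resorufin formed from resazurin, Ex 544/Em 590 nm; times: reaction incubation of 16 min at room temperature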
# Diaphorase act = counter-screen for diaphorase-based assays: diaphorase activators and chemical reducers; Diaphorase/resazurin coupled assay, resorufin fluorescence, 16 min; stronger effect = higher value; 1 = vehicle wells, 0 = NADH-free wells; activation factor at 20 µM; hit rate 0.005% among 190,000; AID 1229;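 active means diaphorase activity raised at least twofold by the compound at 20 µM; inactive means activation factor below 2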
#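 Material: purified diaphorase enzyme from Clostridium kluyveri; Also added: 0.114 mM NADH and 0.1 mM resazurin, final amounts; Doses: single compound dose of 20 µM, 1% DMSO final; Times: 16 min enzyme reaction, ambient temperature; Detection: resorufin fluorescence, excitation 544 nm, emission 590 nm; Measure: increased resorufin signal from activators or reducing compounds.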
# STAT3 inh = STAT3 signaling inhibition; U3A cells, IL-6 STAT3-luciferase reporter, luminescence; host cell line lacks STAT1; inhibition, % at 5.5 µM; hit rate 0.89% among 190,000;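 active means inhibition above the mean inhibition across all screened compounds plus 3 SD, cut at about 44% in these data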;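 further: 0% = DMSO only wells and 100% = 100 µM nifuroxazide control wells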
# STAT1 blocker = inhibitors of IFN-gamma induced STAT1 signaling | NIH 3T3 STAT1-luciferase reporter, luminescence | inhibition, % at 5.5 µM | hit rate 0.35% among 200,000 | AID 920;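 active means inhibition above a set limit, the mean inhibition across all tested compounds plus 3 SD, cut at about 34% in these data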;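 further: 0% = IFN-gamma with DMSO and 100% = IFN-gamma with 300 µM nifuroxazide; values of inactives mirror those of a sister screen read the other way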
# TLR4-MyD88 BLA = TLR4-MyD88 interaction inhibition in cells; inhibition, % at 8.4 µM; HeLa CL3-4 TLR4/MyD88 BLA complementation, FRET ratio; hit rate 0.18% among 200,000; in the data active means inhibition above about 25%;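 further: 0% = vehicle and 100% = reference inhibitor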
# Target sequence (O00206 whole entry, looked up): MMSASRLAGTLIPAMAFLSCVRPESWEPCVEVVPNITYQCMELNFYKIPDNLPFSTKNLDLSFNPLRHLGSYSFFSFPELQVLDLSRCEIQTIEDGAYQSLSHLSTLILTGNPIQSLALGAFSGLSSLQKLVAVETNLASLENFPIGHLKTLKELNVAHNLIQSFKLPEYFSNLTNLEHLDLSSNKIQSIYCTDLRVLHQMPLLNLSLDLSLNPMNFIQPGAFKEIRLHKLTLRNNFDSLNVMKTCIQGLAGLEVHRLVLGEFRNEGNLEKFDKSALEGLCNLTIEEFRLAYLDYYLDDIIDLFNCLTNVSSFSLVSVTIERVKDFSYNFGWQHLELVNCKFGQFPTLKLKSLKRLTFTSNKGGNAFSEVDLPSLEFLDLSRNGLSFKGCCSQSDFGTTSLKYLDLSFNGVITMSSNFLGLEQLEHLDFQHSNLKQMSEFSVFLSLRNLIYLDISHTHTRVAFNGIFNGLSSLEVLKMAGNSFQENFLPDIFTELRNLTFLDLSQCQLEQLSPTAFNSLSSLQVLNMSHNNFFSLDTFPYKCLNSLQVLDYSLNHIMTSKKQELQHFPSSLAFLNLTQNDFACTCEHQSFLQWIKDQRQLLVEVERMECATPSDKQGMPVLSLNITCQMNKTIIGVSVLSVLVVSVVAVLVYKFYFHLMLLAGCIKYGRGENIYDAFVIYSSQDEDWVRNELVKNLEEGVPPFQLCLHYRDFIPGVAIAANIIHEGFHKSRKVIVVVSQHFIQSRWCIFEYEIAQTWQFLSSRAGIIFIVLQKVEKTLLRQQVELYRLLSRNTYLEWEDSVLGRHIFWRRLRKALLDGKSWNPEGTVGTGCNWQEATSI
# Target sequence (Q99836 whole entry, looked up): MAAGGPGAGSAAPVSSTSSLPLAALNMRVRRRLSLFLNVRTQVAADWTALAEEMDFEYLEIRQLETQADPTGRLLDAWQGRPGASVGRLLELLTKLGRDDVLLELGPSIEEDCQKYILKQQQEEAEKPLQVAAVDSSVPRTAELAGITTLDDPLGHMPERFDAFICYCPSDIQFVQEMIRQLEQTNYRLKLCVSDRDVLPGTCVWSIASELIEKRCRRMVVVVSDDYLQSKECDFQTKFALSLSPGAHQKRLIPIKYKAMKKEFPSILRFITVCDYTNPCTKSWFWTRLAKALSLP
# G6PDH counter = L. mesenteroides G6PDH inhibition counter-screen; Purified L. mesenteroides G6PDH, diaphorase/resazurin coupled fluorescence, 45 min; inhibition, % at 5 µM; hit rate 0.12% among 200,000; in the data active means inhibition above about 50%
# APP 5UTR inh = APP translation inhibition; SH-SY5Y APP 5'UTR-luciferase reporter, luminescence; inhibition, % at 2 µM; hit rate 0.82% among 190,000;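 active means inhibition above a set limit, derived from the sample mean plus 3 SD, cut at about 45% in these data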; further: values of inactives mirror those of a sister screen read the other way
# * hit, by the source's call; . = no result given.
# Values in the order – STAT1 activator	STAT3 act	Hsp70 act	Diaph inh CS	Diaphorase act	STAT3 inh	STAT1 blocker	TLR4-MyD88 BLA	G6PDH counter	APP 5UTR inh
Cn1c(=O)c2c(nc(SCC(=O)c3ccccc3F)n2C)n(C)c1=O
→ 98	102	-0.1	.	.	4	2	-4	16	-3
O=C(COC(=O)c1ccc(Cl)nc1)NCCC1=CCCCC1
→ 106	103	0.8	-3	1	5	-8	-2	2	-2
O=C(COc1ccccc1F)NNC(=O)c1ccc(N2CCCCC2)c([N+](=O)[O-])c1
→ 94	129	-0.4	18	0.8	-30	7	-5	14	17
CCOC(=O)C(=CNc1cccc(C)c1C)C(=O)OCC
→ 76	74	-0.1	13	0.9	35	27	-13	0	-10
CCCCNC(=O)c1cc(-c2ccc(F)cc2)on1
→ 136*	102	1.0	2	1	-3	-39	2	6	-93
CCS(=O)(=O)NCc1cn2ccsc2n1
→ 96	95	-0.3	8	0.9	11	4	13	13	4
CC1CC(C)CN(c2ncnc3c2cnn3C)C1 (centres undefined)
→ 99	104	-0.1	10	0.9	4	-1	6	4	-5
Clc1ccc(OCc2nnc(-c3ccccc3Br)o2)cc1
→ 103	96	0.1	15	0.9	12	-3	19	-3	-7
CC(=C/c1ccccc1)/C=N/n1c(-c2ccncc2)n[nH]c1=S
→ 88	97	-0.2	66*	0.3	8	12	10	9	20
CC(C)c1nnc(NC(=O)CSc2nc3ccccc3[nH]2)s1
→ 104	99	-0.1	15	0.8	3	-4	-8	5	-3
COc1ccc(C(C[N+](=O)[O-])c2c(C)[nH]c3ccccc23)cc1OC (centres undefined)
→ 86	138*	-0.4	31	0.7	-48	15	-16	-7	0
Cc1cccc(OCCCC(=O)NCCc2ccccc2)c1
→ 104	102	-0.1	15	0.8	0	-5	-5	2	2
CC(=O)c1ccc(N2CCN(C(=O)C3CCC3)CC2)cc1
→ 106	104	-0.4	-2	1	-4	-6	10	2	-2
CCOC(=O)C(C)n1cnc2sc3c(c2c1=O)CCC3 (centres undefined)
→ 103	100	-0.1	8	0.9	2	-3	2	5	4
CC/C(=N/NC(=O)c1ccc(Br)cc1)c1ccc(OCCN2CCOCC2)cc1
→ 105	92	0.1	14	0.9	11	-6	6	2	-14
O=C(Nc1cc(C(=O)N2CCOCC2)ccc1N1CCCC1)c1cccs1
→ 100	92	-0.2	3	1	9	0	-1	1	4
CCN(CC)C(=O)Cc1cn(C)c2ccccc12
→ 105	111	0.1	7	0.9	1	-6	1	5	-13
Cc1ccc(NC(=O)c2nccnc2C(=O)O)cc1C
→ 99	104	-0.1	9	0.9	4	1	0	-10	-15
COCCCn1c(SCC(=O)N(C)C)nnc1-c1ccccc1
→ 99	98	0.5	9	0.9	5	1	1	3	7
CCN(CC)S(=O)(=O)c1ccc(NC(=O)C(C)N(c2ccc(OC)cc2)S(C)(=O)=O)cc1 (centres undefined)
→ 94	102	-0.2	8	0.9	-3	6	-7	8	-4
COc1ccc(OCC(=O)Nc2ccc(S(=O)(=O)N3CCN(C)CC3)cc2)cc1
→ 108	108	0.1	14	0.9	-7	-10	-3	19	-15
CCN1C(=O)/C(=C2/C=CC=CN2C)SC1=S
→ 102	103	-0.6	5	0.9	-1	-2	-23	6	7
CCC(=O)NC(=S)Nc1cc(C(=O)O)ccc1OC
→ 89	103	0.2	-7	1.1	-1	11	-17	4	-23
Cc1cc(C)cc(Nc2nc3ccccc3c(=O)[nH]2)c1
→ 104	109	0.3	9	0.9	-10	-5	7	-1	13
CCOC(=O)N1CCN(C(=O)c2cccn3c(=O)c4cc(Br)ccc4nc23)CC1
→ 102	100	-0.5	10	0.9	2	-3	10	2	11
COCCN(C(=O)CSc1nc2nc(C)cc(C)n2n1)c1c(N)n(Cc2ccccc2)c(=O)[nH]c1=O
→ 101	109	0.8	4	1	-8	-3	9	12	-5
CC(=O)N1CCN(C(=O)CCc2c[nH]c3ccccc23)CC1
→ 94	100	0.0	8	0.9	4	6	4	6	8
O=C(Nc1cc(Cl)cc(Cl)c1)C1CCC(=O)N1Cc1ccccc1Cl (centres undefined)
→ 109	97	-0.3	4	1	9	-10	4	24	6
O=C(CNC(=O)c1cccs1)NCC(=O)OCc1ccccc1Br
→ 94	99	0.6	4	1	8	6	11	2	-6
CCOC(=O)c1sc(=S)n(CC)c1NC(=O)CC
→ 96	96	-0.1	9	0.9	12	5	-11	2	26
CCCCN(C)CCC(=O)Nc1ccc(Cl)cc1
→ 97	95	-0.1	16	0.8	6	3	-3	3	-20
O=C(CCCn1c(SCC(=O)NCCc2ccccc2)nc2ccccc2c1=O)NCC1CCCO1 (centres undefined)
→ 96	100	0.4	7	0.9	8	3	-10	4	-29
O=C(CCSc1nc(-c2ccc3c(c2)OCO3)cc(C(F)(F)F)n1)NCc1ccco1
→ 98	88	0.0	25	0.8	20	3	-2	-5	-6
Nc1nc2nccc(-c3cccnc3)n2n1
→ 102	102	0.5	-2	1	0	-3	-8	9	-6
Cc1ccc(C(c2nnnn2CS(=O)(=O)c2ccc(C)cc2)N2CCN(c3ncccn3)CC2)cc1 (centres undefined)
→ 102	104	-0.2	11	0.9	-1	-4	-1	-3	8
Cc1ccc(C)n1-c1sc2c(c1C#N)CCC(C)C2 (centres undefined)
→ 100	95	-0.2	-5	1	3	0	-2	8	9
COc1ccc(Cn2c(S(=O)(=O)CC(N)=O)nc3ccccc32)cc1[N+](=O)[O-]
→ 97	100	-0.2	18	0.8	12	2	-2	17	10
O=C(CCC1CCCN(C(=O)c2ccoc2)C1)NCc1ccc(F)c(F)c1 (centres undefined)
→ 99	101	-0.2	5	1	6	0	-7	12	-1
O=c1[nH]c(=O)n(Cc2ccccc2)c2nc(-c3ccc(Oc4ccc(F)cc4)c([N+](=O)[O-])c3)n(CCO)c12
→ 98	102	-0.1	28	0.7	0	3	-11	-52	17
CSc1ccc(S(=O)(=O)Nc2ccc(NC(C)=O)cc2)cc1
→ 98	94	-0.3	13	0.9	12	2	-1	4	-16
CCOC(=O)C1=C(CN2CCN(c3ccc(F)cc3)CC2)NC(=O)NC1c1cccs1 (centres undefined)
→ 96	105	-0.5	15	0.9	0	4	-1	5	-7
CO/N=C/NC(=O)c1c(OC)ccnc1Oc1ccc(F)cc1
→ 95	95	0.0	1	1	15	5	2	-2	-24
CC1=CS(=O)(=O)CC1SC(=S)N(C)C1CCS(=O)(=O)C1 (centres undefined)
→ 95	108	-0.2	0	1	-5	4	16	10	6
NC(=O)C1CCN(C(c2ccccc2Cl)c2nnnn2CC2CCCO2)CC1 (centres undefined)
→ 93	103	-0.3	16	0.8	6	8	-2	-5	2
Cc1nn(CCC(=O)O)c2nc(-c3cccnc3)cc(C(F)(F)F)c12
→ 112	99	-0.1	15	0.8	6	-13	-1	3	-4
CCCc1oc(C(=O)O)cc1CN
→ 92	97	-0.3	20	0.8	10	9	7	0	-20
C(=N\Nc1ccc(-n2ccnc2)nn1)/c1ccccc1
→ 109	87	0.1	0	1	20	-10	3	5	6
CCSc1nc2ccccc2n1CC(=O)O
→ 93	102	-0.4	.	.	4	7	5	6	11
Cc1ccc(C)c(Nc2c([N+](=O)[O-])cc(C(=O)N3CC(=O)Nc4ccccc43)cc2[N+](=O)[O-])c1
→ 101	103	-0.2	21	0.8	4	-1	3	8	3
CCNC(=O)N(C(=O)NCC)n1c(C)nnc1C
→ 102	99	-0.4	13	0.9	3	-3	-10	-4	10
O=c1[nH]c2ccc(Cl)cc2c(-c2ccccc2)c1SC(=S)N1CCOCC1
→ 102	106	-0.1	32	0.7	-3	-2	-10	-5	-24
COc1ccc(/C=N/NC(=O)CCn2cnc(-c3ccccc3)c2-c2ccccc2)cc1OC
→ 101	108	-0.2	15	0.8	-6	-1	-20	0	80*
CCCCn1c(NCc2ccc3c(c2)OCO3)nc2ccccc21
→ 98	100	-0.4	-16	1.2	1	5	-8	3	-28
COc1ccc(NS(=O)(=O)c2ccc(NC(=O)C(C)(C(F)(F)F)C(F)(F)F)cc2)nn1
→ 106	100	0.6	13	0.9	7	-6	-8	3	12
c1ccc(CN2CCN(c3ncnc4c3[nH]c3ccccc34)CC2)cc1
→ 63	103	-0.2	6	0.9	8	41*	5	2	6
CCCn1c(C)cc(C(=O)COC(=O)c2ccc[nH]c2=O)c1C
→ 86	66	-0.4	14	0.9	41	15	-7	8	-38
O=C(Nc1ccc(F)cc1)c1ccc(S(=O)(=O)NCC2CCCO2)cc1 (centres undefined)
→ 93	97	-0.1	20	0.8	8	7	1	-5	-8
COc1cc(CC(=O)OCC(=O)c2ccc3c(c2)OCCO3)cc(OC)c1OC
→ 98	100	0.1	23	0.8	2	3	-2	4	94*
CC(C)C12CN3CC(C(C)C)(CN(C1)C3c1ccc3c(c1)OCO3)C2=O (centres undefined)
→ 92	100	2.7	18	0.8	3	8	2	-6	-2
Cc1ccc(C(=O)NCCc2n[nH]c(=S)n2C)cc1
→ 111	114	0.1	-3	1	-4	-13	-9	9	-15

# In another format: results already given
> O=C(CNC(=O)c1cccs1)NCC(=O)OCc1ccccc1Br
  STAT1 activator: 94	STAT3 act: 99	Hsp70 act: 0.6	Diaph inh CS: 4	Diaphorase act: 1	STAT3 inh: 8	STAT1 blocker: 6	TLR4-MyD88 BLA: 11	G6PDH counter: 2	APP 5UTR inh: -6

> CCOC(=O)c1sc(=S)n(CC)c1NC(=O)CC
  STAT1 activator: 96	STAT3 act: 96	Hsp70 act: -0.1	Diaph inh CS: 9	Diaphorase act: 0.9	STAT3 inh: 12	STAT1 blocker: 5	TLR4-MyD88 BLA: -11	G6PDH counter: 2	APP 5UTR inh: 26

# Next compounds:
# Values in the order – STAT1 activator	STAT3 act	Hsp70 act	Diaph inh CS	Diaphorase act	STAT3 inh	STAT1 blocker	TLR4-MyD88 BLA	G6PDH counter	APP 5UTR inh
CCOc1ccccc1C(=O)NCCCn1ccnc1
→ 97	101	-0.4	4	1	3	3	7	17	2
O=C1CC(C(=O)Nc2cccc3ccccc23)C2(CCCC2)O1 (centres undefined)
→ 99	124	0.0	18	0.8	-22	1	-6	8	3
CCCCc1n[nH]c(=S)n1Cc1ccc(C)cc1
→ 98	98	-0.1	4	1	2	2	4	0	-12
Cc1cc(C)n(CCN(C)C(=O)CCc2nnc(CCC3CCCCC3)o2)n1
→ 140*	107	-0.1	4	1	-2	-43	10	7	-70
COc1cccc(NC(=O)c2ccc(NC(=O)C(C)C)cc2)c1
→ 112	84	0.0	28	0.7	28	-14	-8	9	-31
Cc1ccccc1C(=O)NCc1nnc(SCC(=O)N2CCN(c3ccccc3)CC2)n1C
→ 97	98	-0.2	0	1	3	4	-2	5	-7
O=C(NCc1ccc2c(c1)OCO2)C1CCN(S(=O)(=O)N2CCCCC2)CC1
→ 101	94	-0.1	2	1	11	-1	-9	0	-12
c1ccc2oc(SCc3cn4ccsc4n3)nc2c1
→ 138*	94	0.0	23	0.8	13	-42	-11	1	-127

# Screening results from PubChem.
